# OX1R antag-1 = antagonists of human orexin 1 receptor (OX1R). Orexin/Hypocretin receptor type 1 (Homo sapiens), O43613. OX1R-expressing cells, FRET antagonist read-out. inhibition, % at 6.6 µM. 330,000 compounds, 1.8% hits. AID 485270, 2010; in the data active = inhibition mostly above about 38%, no sharp cut-off; inactive = mostly below about 40%;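 also: 0% = agonist challenge alone and 100% = reference antagonist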
# Target sequence (O43613 whole entry, looked up): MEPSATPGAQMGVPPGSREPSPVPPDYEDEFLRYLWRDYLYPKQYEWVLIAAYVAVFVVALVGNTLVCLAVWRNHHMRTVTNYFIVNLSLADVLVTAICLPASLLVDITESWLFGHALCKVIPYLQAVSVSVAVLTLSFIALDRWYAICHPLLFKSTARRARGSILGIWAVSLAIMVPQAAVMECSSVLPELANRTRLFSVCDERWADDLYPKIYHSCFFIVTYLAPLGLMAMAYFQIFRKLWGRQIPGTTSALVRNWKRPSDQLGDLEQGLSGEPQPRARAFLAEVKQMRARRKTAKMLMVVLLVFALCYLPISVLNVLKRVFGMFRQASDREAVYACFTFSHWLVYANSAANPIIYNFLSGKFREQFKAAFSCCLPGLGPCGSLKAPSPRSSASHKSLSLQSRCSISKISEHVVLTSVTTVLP
# STK33 kinase inh = inhibitors of purified STK33 kinase, primary screen, biochemical, ADP-Glo luminescence, homogeneous, cell-free | Serine/threonine-protein kinase 33 (Homo sapiens), Q9BYT3 | MBP phosphorylation | inhibition, % at 10 µM | 320,000 compounds, 0.073% hits;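 active = inhibition at or above 25%, using the most active replicate where run in duplicate; inactive = inhibition below 25%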
# Target sequence (Q9BYT3 whole entry, looked up): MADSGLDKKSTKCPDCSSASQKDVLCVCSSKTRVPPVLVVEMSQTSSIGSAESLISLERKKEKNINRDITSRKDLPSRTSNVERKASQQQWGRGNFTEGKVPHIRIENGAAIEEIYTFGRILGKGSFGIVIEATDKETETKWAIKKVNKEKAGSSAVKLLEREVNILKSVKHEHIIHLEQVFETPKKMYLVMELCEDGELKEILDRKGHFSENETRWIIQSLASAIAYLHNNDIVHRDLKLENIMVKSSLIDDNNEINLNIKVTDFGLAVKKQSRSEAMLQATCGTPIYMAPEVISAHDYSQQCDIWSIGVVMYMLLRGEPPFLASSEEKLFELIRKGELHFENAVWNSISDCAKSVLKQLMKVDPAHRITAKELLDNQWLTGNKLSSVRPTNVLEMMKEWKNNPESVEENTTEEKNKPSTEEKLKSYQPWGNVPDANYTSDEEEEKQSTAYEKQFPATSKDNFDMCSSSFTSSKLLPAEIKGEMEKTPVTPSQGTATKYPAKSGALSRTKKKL
# OX1R antag-2 = OX1R (HCRTR1) antagonists, primary screen, fluorescence, CHO/OX1R cells, Fluo-8 calcium, orexin A; inhibition, % at 5 µM; AID 434989, 2010; 330,000 compounds, 0.43% hits; Orexin/Hypocretin receptor type 1 (Homo sapiens), O43613; Fluo-8 calcium fluorescence;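 active = inhibition above its plate's threshold, mean inhibition of all tested compounds on the plate plus 3 SD, cut at about 37% in these data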;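 also: 0% = orexin A challenge wells and 100% = SB-334867-A antagonist wells; not every result past the cut was called active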
# * marks the source's active call; other numbers are inactive results.
SMILES,OX1R antag-1,STK33 kinase inh,OX1R antag-2
Cc1ccc2nc(SCC(=O)Nc3ccc(F)cc3F)[nH]c2c1,4.3,-0.3,-29.8
Cc1ccccc1C(=O)N1CCC(C(=O)Nc2cc(C(F)(F)F)ccc2N2CCCC2)CC1,8.9,0.1,-32.1
N#CC1=C(SCc2ccccc2)NC2=C(C(=O)CCC2)C1c1ccc2c(c1)OCO2 (stereo not given),19.8,0.4,-18.6
COCC(=O)OCC(=O)Nc1cc(C)c(C)cc1[N+](=O)[O-],26.2,-2.5,15.4
O=c1oc2ccccc2c(NCc2ccccc2F)c1[N+](=O)[O-],56.0,-0.3,-8.4
CC1C=CCC2C(=O)N(c3ccc(OC(=O)c4ccco4)cc3)C(=O)C12 (stereo not given),18.6,-3.2,-9.6
Cn1nc([N+](=O)[O-])c(C(C#N)c2ccccn2)c(Cl)c1=O (stereo not given),12.7,2.0,-2.7
O=C(O)C1CCc2sc3[nH]c(=S)n(-c4ccccc4)c(=O)c3c21 (stereo not given),2.0,-1.2,-6.2
Cc1csc(=Nc2ccccc2)n1CCCN1CCCC1=O,-0.7,0.0,-32.5
N#C/C(=N\Nc1ccc(S(=O)(=O)N2CCOCC2)cc1)C(N)=S,20.4,-1.1,-12.7
COc1ccc(-c2cc(C(F)(F)F)c3c(n2)sc2c(O)cc(=O)[nH]c23)c(OC)c1,17.1,1.0,5.1
Cc1cc(NC(=O)CSC2=NS(=O)(=O)c3cc(F)ccc3N2)no1,5.0,-0.7,-4.9
Cc1ccc(-c2nnn(CC(=O)N(CC(=O)NCC3CCCO3)c3ccccc3)n2)o1 (stereo not given),15.8,-2.7,2.1
CN(C(=O)COC(=O)c1cccc(S(=O)(=O)N2CCCCCC2)c1)C1CCS(=O)(=O)C1 (stereo not given),11.3,0.6,-20.0
COc1ccc(NC(=O)Nc2cccc(C(F)(F)F)c2)cn1,20.8,-3.3,46.5*
CCCn1ncc(CN2CCC(n3nccc3NC(=O)c3ccccc3Cl)CC2)c1C,-2.8,0.7,-19.7
CCN(CC)c1ccc2c(Cl)cc(=O)oc2c1,6.0,1.5,-22.3
Cc1cc(NC(=O)CS(=O)(=O)c2ccc(F)cc2)no1,12.7,-1.4,-4.4
Cc1ccc(C)c(N(CC(=O)NC2CCCCC2)C(=O)c2snc(C(N)=O)c2N)c1,5.1,-1.6,-25.8
Cc1ccnc(NC(=O)c2ccc(S(=O)(=O)N3CCC(C)CC3)cc2)c1,12.7,4.6,-23.9
CCOc1cc(/C=N/NC(=O)c2cccnc2)ccc1OCC(N)=O,20.3,-1.0,-11.5
O=C(COC(=O)c1ccc(Br)o1)NC12CC3CC(CC(C3)C1)C2,1.9,-1.9,-11.7
CC(=O)c1cccc(NC(=O)N2CCC(c3ccc(C)cc3)C2)c1 (stereo not given),15.7,-2.6,-33.5
Cc1ccc(C(=O)N/N=C/c2cc(Br)ccc2O)cn1,25.4,-0.3,-9.9
COc1ccc(CCNC(=O)CNCC2CCCO2)cc1OC (stereo not given),-1.5,-0.8,3.4

# Brought forward from above: 2 compounds; new compounds follow.
SMILES,OX1R antag-1,STK33 kinase inh,OX1R antag-2
Cc1ccc(C(=O)N/N=C/c2cc(Br)ccc2O)cn1,25.4,-0.3,-9.9
COc1ccc(CCNC(=O)CNCC2CCCO2)cc1OC (stereo not given),-1.5,-0.8,3.4
O=C(N/N=C/c1cccs1)c1cc(-c2cccc3ccccc23)n[nH]1,15.2,-0.8,-25.9
O=S1(=O)CCOCCCN1Cc1cccc(F)c1,13.2,-1.3,1.8
O=C(N/N=C/c1cc(Br)cs1)c1c[nH]c2ccccc12,11.4,0.3,-15.0
Cc1cccc(S(=O)(=O)NNC(=O)c2sc(C)nc2C)c1,8.4,-0.6,-13.8
CCOC(=O)C(C)Sc1ccc2nnc(CCNS(=O)(=O)c3ccccc3)n2n1 (stereo not given),12.4,-0.5,-11.5
Cc1cccc(C(=O)NCC2CCN(C(=O)c3cccc(C)c3)CC2)c1,11.4,0.7,-11.4
CCN(CC)CCNS(=O)(=O)c1ccc2c3c(cccc13)C(=O)N2,34.5,12.0,-15.4
Cc1ccc(/C=N/N2CCN(C3c4ccccc4-c4ccccc43)CC2)s1,22.2,-1.2,-11.0
COc1ccccc1N1CCN(C(=O)c2cc(=O)c3cc(C)cc(C)c3o2)CC1,-3.5,0.4,-17.2
COc1cccc(N2CCN(Cc3cccnc3)CC2)c1,14.5,0.2,1.1
COc1ccc(-c2coc3cc(OC)cc(OC)c3c2=O)cc1,5.3,-0.3,-4.2
CN(C)S(=O)(=O)c1ccc(Cl)c(NC(=O)c2ccncc2)c1,8.1,-0.2,-7.7
COCCNC(=O)c1ccc(Cl)c(Cl)c1,-1.6,0.1,5.5
CC(C)Oc1ccc(C(=O)N(Cc2ccco2)C2CCS(=O)(=O)C2)cc1 (stereo not given),6.3,-2.9,-13.2
O=[N+]([O-])c1cccc(-c2ccc(/C=N/Nc3nc(N4CCCCC4)nc(N4CCCCC4)n3)o2)c1,17.0,-0.5,-47.5
O=C(Cc1ccc(Cl)cc1)NCC(=O)N1CCCCC1,7.7,-2.5,-7.8
CC(C)C(CO)NC(=O)CC(=O)NC(CO)C(C)C (stereo not given),8.9,-2.0,-8.1
CC1CN(Cc2ccccc2)c2nc3c(c(=O)[nH]c(=O)n3C)n2C1 (stereo not given),-4.7,-0.8,-13.1
COc1ccc(CNC(=O)CN2C(=O)NC3(CCCCCC3)C2=O)cc1,3.4,-0.7,-4.5
CCc1ccc(N(C(=O)c2csnn2)C(C(=O)NC2CCCC2)c2cccnc2)cc1 (stereo not given),3.9,-1.1,-23.3
CC(/C=C/c1ccccc1)=N/NC(=O)CNC(=O)c1ccc2c(c1)OCO2,21.6,1.7,-12.6
CC1=CC(C)(C)N(C(=O)CN2C(=O)CCC2=O)c2ccccc21,8.3,-0.3,-15.0
CCCc1nc2sc3c(c2c(=O)n1NC(=O)CCC(=O)OC)CCCC3,9.1,-0.8,-24.5
Cc1cccc(C(=O)OC(C)C(=O)Nc2ccc(S(=O)(=O)N3CCCC3)cc2)c1O (stereo not given),-0.8,0.3,1.2
O=C(NNC(=O)c1ccc(F)cc1)c1ccncc1,11.7,-1.2,-9.6
# Next section:
SMILES,OX1R antag-1,STK33 kinase inh,OX1R antag-2
COc1ccc(C(=O)n2c(SC)nc3cc4c(cc32)OCCO4)cc1,23.4,0.2,-12.9
O=C(CCc1nc2ccccc2c(=O)[nH]1)OCC(=O)N1CCc2ccccc21,7.4,-1.0,-20.8
COC(=O)CCC(=O)N(C)CC1CCCN(CCc2cccc(C(F)(F)F)c2)C1 (stereo not given),5.4,-0.1,-12.2
COC(=O)c1ccc(S(=O)(=O)NCc2ccco2)o1,7.3,-1.0,-2.2
CCSc1ccccc1C(=O)NCc1cccnc1,7.2,-0.6,15.1
CCc1c(C)nc2ncnn2c1Nc1ccc(C)cc1,16.0,0.3,-17.1
CNCCC=C1c2ccccc2CCc2ccccc21,17.4,0.7,3.8
O=C(CN(CCO)c1ccccc1)NC12CC3CC(CC(C3)C1)C2,19.3,-1.3,-14.3
Cc1nc2c(n1C1CCCCC1)C(=O)c1ccccc1C2=O,27.3,-0.4,-11.9
CCOc1ccc(C/C(N)=N/n2cnnc2)cc1,6.6,-4.4,12.8
CC(=O)c1c(C)[nH]c(C(=O)OC(C)C(=O)Nc2cc(S(=O)(=O)N3CCCCC3)ccc2Cl)c1C (stereo not given),3.8,-2.3,-28.1
CN1CCCC1CCNS(=O)(=O)c1ccc(Br)cc1 (stereo not given),10.8,-0.9,-28.5
CC(C)CCN=CC1=C(O)CC(c2ccccc2)CC1=O (stereo not given),14.5,1.2,-50.0
CCOC(=O)c1c(-c2ccc(-c3ccccc3)cc2)csc1NC(=O)CCN1CCOCC1,16.2,-1.6,-35.7
C=CCNc1nc(-c2cccc(OC)c2O)nc2ccccc12,47.3*,-1.1,-7.6
CC(C)N(C(=O)COC(=O)[C@H](C)NC(=O)c1ccco1)c1ccccc1,7.2,-0.1,1.5
Cc1cc(C)c2nc(SCC(=O)NCCN3C(=O)CSC3=O)cc(C)c2c1,35.9,-1.2,-9.2
O=S(=O)(Nc1ccc(-n2cnnn2)cc1)c1cccs1,7.1,0.1,-3.8
CC1(CC(=O)N/N=C/c2cc([N+](=O)[O-])c(O)cc2O)OCCO1,52.3*,-0.8,-2.3
O=C(O)C1CCN(C(=O)CSc2nnc3ccccn23)CC1,2.1,-1.4,-5.5
CCOC(=O)C(Sc1cc(-c2ccccc2)nc2ncnn12)C(C)=O (stereo not given),3.5,0.2,-13.1
Cc1cccc(-n2c(N)cc(=O)nc2SCC(=O)Nc2cc(C)on2)c1,11.8,-0.5,-15.4
CCN(C(=O)CO/N=C/c1ccc(OC)cc1OC)c1c(N)n(Cc2ccccc2)c(=O)[nH]c1=O,92.2*,-0.6,69.0*
CCC(C)(C)n1nnnc1C(c1cc2ccc(OC)cc2[nH]c1=O)N1CCN(C2CCCCC2)CC1 (stereo not given),3.1,-2.4,-22.4
CC(=O)C1C(=O)CC(c2ccc(Cl)cc2)CC1=O (stereo not given),-0.1,-3.0,-10.4
# Following part
SMILES,OX1R antag-1,STK33 kinase inh,OX1R antag-2
Cc1noc(-c2ccc(C(F)(F)F)cc2)c1NC(=O)Nc1ccc(Cl)cc1,1.6,-0.5,21.4
CC1CCN(Cc2cc(=O)oc3ccc(C(C)C)cc23)CC1,13.4,0.9,-29.8
CCC(CC)c1nnc(NC(=O)c2ccc([N+](=O)[O-])cc2)s1,12.4,-0.5,-19.5
CCCc1cc(O)c2c(C)cc(=O)oc2c1,34.4,0.7,-15.8
N#Cc1ccccc1NC(=O)c1ccccc1OCC(=O)Nc1ccc2c(c1)oc1ccccc12,8.0,-2.4,-15.8
COCCn1c(SCC(=O)c2ccc(Cl)cc2)nnc1C(C)C,19.6,0.5,-9.7
CC(=O)NC(CCS(C)(=O)=O)C(=O)Nc1cc(C)ccc1C (stereo not given),9.6,1.1,-0.5
COc1cc(/C=N/NC(=O)Cn2cnc3c2c(=O)n(C)c(=O)n3C)ccc1O,9.6,-0.5,-9.0
COc1cc(/C=C/C(=O)OCC(=O)Nc2ccc(S(N)(=O)=O)cc2)ccc1O,12.5,2.7,7.9
CCc1ccc(NC(=O)Cn2nnc(C(=O)NCc3ccco3)c2N)cc1,2.5,-1.6,-16.1
CCN(c1ccc(OCC(=O)OCC(=O)c2c(N)n(C)c(=O)n(C)c2=O)cc1)S(=O)(=O)c1ccccc1,-3.0,0.8,1.1
CCCc1cc(-c2n[nH]c(C(=O)OCC)c2-c2cscn2)c(O)cc1O,13.6,-1.1,-29.5
Cc1ccc(S(=O)(=O)C2(C(=O)NC3CCCCC3)CC2)cc1,12.4,-1.6,-3.4
Cc1ccc(OCC(=O)NCCCNC(=O)c2cnccn2)cc1C,13.6,0.0,-13.7
CC1(C)NC(=O)N(c2ccc([N+](=O)[O-])c(C(F)(F)F)c2)C1=O,23.6,0.8,-12.9
O=C(CN1CCc2cc3c(cc2C1)OCCCO3)Nc1c(F)cccc1F,12.3,-1.6,-7.7
Cn1c(Cn2nnc3ccccc32)nnc1SCC(N)=O,12.6,-1.3,-13.1
CCCc1c(O)c2ccccc2[nH]c1=O,12.3,0.0,-4.0
Cc1ccsc1/C=N/N1CCN(Cc2ccccc2)CC1,6.9,-1.4,-24.4
COc1ccc(C2/C(=C(/O)c3ccc(C)cc3)C(=O)C(=O)N2CCCN2CCOCC2)cc1 (stereo not given),0.0,0.0,-25.5
CC1(C)CC2(C)OCCN2C(=S)N1 (stereo not given),19.7,-1.5,-5.3
Cc1cc(OC(=O)c2c(C)cc(OC(=O)c3c(C)cc(O)cc3O)cc2O)cc(O)c1C(=O)O,31.8,3.8,15.0
O=C(COc1ccccc1)Nc1ccc(CN2CCCCC2)cc1,21.1,0.3,-13.4
Cc1cc(C(=O)CSc2nnc(N)s2)c(C)n1CCc1ccc(F)cc1,13.2,-2.0,-24.0
CCOC(=O)N1CCN(C(=O)c2ccc(CS(=O)(=O)c3ccccc3OC)o2)CC1,10.2,-0.9,-22.2
C=CCn1c(SCCC(=O)O)nnc1-c1cccs1,12.1,1.3,1.2
CN(c1ccc(C(=O)NCc2cccnc2)cc1)S(=O)(=O)c1ccc(Cl)cc1,7.2,-1.5,-6.8
CCc1nc(SCC(=O)NCCc2ccccc2)c2c(=O)n(C)c(=O)n(C)c2n1,16.4,-0.2,-30.2
O=C(/C=C\Nc1ccccn1)c1ccc(Cl)cc1,3.6,-1.2,-9.5
CCCCNC(=O)c1ccc(NC(=O)C2CCCO2)cc1 (stereo not given),25.8,0.7,-3.6

# Shown as tab-separated lines: entries from further up.
Compound	OX1R antag-1	STK33 kinase inh	OX1R antag-2
COc1ccc(C2/C(=C(/O)c3ccc(C)cc3)C(=O)C(=O)N2CCCN2CCOCC2)cc1 (stereo not given)	0.0	0.0	-25.5
CC(=O)NC(CCS(C)(=O)=O)C(=O)Nc1cc(C)ccc1C (stereo not given)	9.6	1.1	-0.5
CC1(C)CC2(C)OCCN2C(=S)N1 (stereo not given)	19.7	-1.5	-5.3

# Three entries already listed, sorted by heavy-atom count, low to high.
SMILES,OX1R antag-1,STK33 kinase inh,OX1R antag-2
CC(=O)C1C(=O)CC(c2ccc(Cl)cc2)CC1=O (stereo not given),-0.1,-3.0,-10.4
COc1ccc(NC(=O)Nc2cccc(C(F)(F)F)c2)cn1,20.8,-3.3,46.5*
CC(=O)c1cccc(NC(=O)N2CCC(c3ccc(C)cc3)C2)c1 (stereo not given),15.7,-2.6,-33.5

# Compound activity: PubChem, several laboratories
